EBNA-1 inh = blocks EBNA-1 binding to DNA; EBNA-1 DNA binding, fluorescence polarization; inhibition, % at 14.8 µM; actives 0.34% (n = 300,000); AID 1950; in the data active = inhibition above about 28%
ZTA counter = blocks Epstein-Barr virus ZTA, an EBNA-1 counter-screen. P03206. ZTA-DNA binding, fluorescence polarization. inhibition, % at 11 µM. actives 0.15% (n = 320,000). AID 2234; in the data active = inhibition above about 33%
LYPLA1 inh = counter-screen for PME1 inhibitors: inhibitors of human LYPLA1. O75608. actives 0.16% (n = 320,000). inhibition, % at 5.9 µM. recombinant LYPLA1, FP-Rh probe fluorescence polarization. AID 2174;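 active = inhibition above the mean of all tested compounds plus 3 SD, set per campaign, cut at about 14% in these data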;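 also: inhibitors block serine hydrolase probe labeling of LYPLA1 so polarization falls; 0% = enzyme with DMSO and 100% = wells lacking LYPLA1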
Target sequence (O75608 whole entry, looked up): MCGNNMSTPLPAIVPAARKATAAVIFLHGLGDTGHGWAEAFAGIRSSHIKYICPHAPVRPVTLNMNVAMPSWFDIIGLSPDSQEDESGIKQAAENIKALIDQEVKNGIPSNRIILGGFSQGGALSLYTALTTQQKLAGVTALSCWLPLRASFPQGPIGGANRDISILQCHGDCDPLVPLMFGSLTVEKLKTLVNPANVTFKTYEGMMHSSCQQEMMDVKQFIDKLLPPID
pPAFAH inh = inhibitors of human plasma PAF acetylhydrolase (pPAFAH); recombinant pPAFAH, FP-rhodamine probe fluorescence polarization; inhibition, % at 3.39 µM; actives 1.5% (n = 330,000);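 active = inhibition above the mean inhibition across the screen plus 3 SD, cut at about 25% in these data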;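 also: inhibitors block binding of the rhodamine activity-based probe so polarization drops; 0% = enzyme with DMSO and 100% = wells lacking pPAFAH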
Target sequence (Q13093 whole entry, looked up): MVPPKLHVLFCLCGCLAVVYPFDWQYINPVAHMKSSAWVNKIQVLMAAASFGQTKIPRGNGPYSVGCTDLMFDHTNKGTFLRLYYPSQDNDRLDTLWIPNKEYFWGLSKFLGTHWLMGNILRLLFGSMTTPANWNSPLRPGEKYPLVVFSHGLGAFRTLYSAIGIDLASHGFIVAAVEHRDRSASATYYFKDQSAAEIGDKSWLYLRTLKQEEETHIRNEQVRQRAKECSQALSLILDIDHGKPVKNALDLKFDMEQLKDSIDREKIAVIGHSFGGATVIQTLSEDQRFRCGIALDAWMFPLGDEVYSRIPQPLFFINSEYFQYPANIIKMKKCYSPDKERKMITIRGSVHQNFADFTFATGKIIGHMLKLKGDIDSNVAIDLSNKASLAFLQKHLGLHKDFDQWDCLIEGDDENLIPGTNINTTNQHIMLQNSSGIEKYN
PREPL inh = inhibitors of human prolyl oligopeptidase-like enzyme PREPL | Q4J6C6 | recombinant PREPL, fluorescence polarization activity-based probe | inhibition, % at 5.96 µM | actives 0.68% (n = 320,000) | AID 2751; in the data active = inhibition above about 43%;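 also: 0% = enzyme with DMSO and 100% = wells lacking enzyme; many of its hits are not listed in these tables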
PAFAH1B2 inh = blocks human PAF acetylhydrolase 1b catalytic subunit 2 | P68402 | recombinant PAFAH1B2, FP-rhodamine activity probe, fluorescence polarization | inhibition, % at 3.39 µM | actives 1.2% (n = 340,000);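 active = inhibition above the mean of all tested compounds plus 3 SD, cut at about 24% in these data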;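 also: 0% = enzyme with DMSO and 100% = wells lacking PAFAH1B2; many of its hits are not listed in these tables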
Target sequence (P68402 whole entry, looked up): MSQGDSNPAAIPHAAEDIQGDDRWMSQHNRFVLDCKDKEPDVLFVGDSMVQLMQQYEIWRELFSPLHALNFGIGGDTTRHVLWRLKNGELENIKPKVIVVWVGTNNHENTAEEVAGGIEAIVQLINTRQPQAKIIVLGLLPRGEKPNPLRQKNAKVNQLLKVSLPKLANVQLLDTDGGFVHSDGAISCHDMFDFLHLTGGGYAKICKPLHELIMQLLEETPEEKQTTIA
PAFAH2 FP inh = PAFAH2 (human) inhibition | Q99487 | recombinant PAFAH2, FP-rhodamine activity probe, fluorescence polarization | inhibition, % at 3.39 µM | actives 0.99% (n = 340,000) | AID 492956;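 active = inhibition above the mean over all tested compounds plus 3 SD, cut at about 30% in these data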;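 also: inhibitors block probe labeling of enzyme so polarization drops; 0% = enzyme with DMSO and 100% = wells lacking PAFAH2 protein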
LYPLA2 counter = LYPLA2 (human) inhibition in PME1 counter-screen; O95372; AID 2177; recombinant LYPLA2, FP-Rh probe fluorescence polarization; actives 0.38% (n = 320,000); inhibition, % at 5.9 µM;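 active = inhibition above the screen-wide mean plus 3 SD, limit set per campaign, cut at about 26% in these data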;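 also: 0% = LYPLA2 with DMSO and 100% = wells lacking LYPLA2 enzyme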
PAFAH1B3 inh = inhibitors of human PAFAH1B3 | AID 492972 | recombinant PAFAH1B3, FP-rhodamine probe, fluorescence polarization | Q15102 | inhibition, % at 3.39 µM | actives 0.28% (n = 340,000);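 active = inhibition above the screen-wide average of all tested compounds plus 3 SD, cut at about 25% in these data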;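 also: 0% = enzyme with DMSO only and 100% = wells lacking PAFAH1B3 protein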
Numbers without * were called inactive; / = no result given. Not all compounds are listed, so the mix of outcomes need not match the whole.

[1] COc1ccc(CN2CCCC(C(=O)c3ccc(SC)cc3)C2)cc1Cn1cccn1 (centres undefined)
[2] O=C(CN1C(=O)S/C(=C\C=C\c2ccccc2)C1=O)NC1CCS(=O)(=O)C1 (centres undefined)
[3] O=C(CCNC(=O)c1ccccc1)OCN1C(=O)c2ccccc2C1=O
[4] O=C(CN1CCN(C2CCCCC2)CC1)c1ccc2cc[nH]c2c1
[5] CC(=O)Nc1ccc(-c2csc(NC(=O)Cc3cccc(F)c3)n2)cc1
[6] Cc1ccc(-c2c(C)n([O-])c3c([n+]2=O)CCCC3)cc1
[7] CCc1nnc(NC(=O)c2ccc(OC)cc2OC)s1
[8] O=C1Nc2ccc([N+](=O)[O-])cc2OC1CCN1CCN(Cc2ccc3c(c2)OCO3)CC1 (centres undefined)
[9] CC(C)OCCCNC(=S)Nc1ccc2nc3n(c(=O)c2c1)CCCCC3
[10] CCOC(=O)c1cnc2c(Cl)cc(Cl)cc2c1NCCOCCO
Screen / compound no.	1	2	3	4	5	6	7	8	9	10
EBNA-1 inh	5	-13	8	-5	-13	3	-3	-6	-15	4
ZTA counter	-14	-8	10	12	4	7	9	21	-27	7
LYPLA1 inh	3	2	-4	0	-8	-5	-2	1	1	-1
pPAFAH inh	0	1	3	-3	9	0	4	3	-6	7
PREPL inh	-8	12	-4	7	10	-1	1	18	0	-1
PAFAH1B2 inh	-2	4	0	6	2	6	4	4	3	-2
PAFAH2 FP inh	-2	6	2	4	6	0	9	1	10	1
LYPLA2 counter	7	3	-6	-1	-7	-6	-7	72*	-7	6
PAFAH1B3 inh	2	1	4	1	9	0	8	2	6	6

[11] CC1CCC(NC(=O)c2ccc3snnc3c2)CC1 (centres undefined)
[12] CCCn1c(SCC(=O)Nc2ccc(Cl)cc2)n[nH]c1=O
[13] COc1ccc([C@H]2CC(=O)C=C(c3cccc(CO)c3)C2)cc1
[14] O=C(NC1CCCc2ccccc21)c1cc(F)cc(F)c1 (centres undefined)
[15] N#CC1(C#N)C(c2ccccc2)OC23CCCCCC2C1(C#N)C(=N)O3 (centres undefined)
[16] Cc1ccc(C)c(C(=O)CN2C(=O)NC3(CCC(C)CC3)C2=O)c1 (centres undefined)
[17] CN1CCN(S(=O)(=O)c2ccc(NC(=O)c3ccc(Br)s3)cc2)CC1
[18] N=c1c(C(=O)NCc2ccco2)cc2c(=O)n3ccccc3nc2n1CCc1ccccc1
[19] COc1ccc(NC(=O)COc2coc(CN3CCN(c4ccccc4)CC3)cc2=O)cc1
[20] COc1ccccc1NS(=O)(=O)c1ccc(NC(C)=O)cc1
Screen / compound no.	11	12	13	14	15	16	17	18	19	20
EBNA-1 inh	3	10	/	3	10	9	-9	3	-11	10
ZTA counter	5	5	-1	-1	-8	-12	-7	-14	-6	2
LYPLA1 inh	-2	4	-1	-3	-3	2	-1	-6	2	-2
pPAFAH inh	0	-3	0	-3	4	4	-3	8	4	4
PREPL inh	2	-11	2	-9	7	6	16	23	11	1
PAFAH1B2 inh	7	1	-4	8	3	11	-4	1	2	1
PAFAH2 FP inh	4	3	0	3	12	10	-7	9	12	-1
LYPLA2 counter	1	3	9	-5	-3	1	-2	-11	3	-4
PAFAH1B3 inh	3	9	3	-7	-2	-5	3	-1	7	-3

[21] CCN1C(=O)Cc2cc(S(=O)(=O)NCCc3ccccc3)ccc21
[22] CC(=O)[C@@]1(O)CC[C@H]2[C@@H]3C[C@H](C)C4=CC(=O)C=C[C@]4(C)[C@@]3(F)[C@@H](O)C[C@@]21C
[23] CCOC(=O)C(=CNc1ccc2c(c1)nnn2-c1ccc(Cl)cc1)C(=O)OCC
[24] CC(=O)C[C@@H](O)CC(=O)[C@@H]1OC(=O)[C@H](C)C/C=C\Cc2ccccc21
[25] CC(C)C[C@H](NC(=O)OC(C)(C)C)c1nnc(SCc2ccccc2)o1
[26] O=Cc1ccc(-n2cccn2)cc1
[27] COc1ccc(C2C(C(=O)N3CCN(c4ccccc4)CC3)c3ccccc3C(=O)N2C)cc1 (centres undefined)
[28] O=C(CN(c1ccccc1)S(=O)(=O)c1ccccc1)Nc1ccc(F)cc1
[29] CCCn1c(=N)n(CC(O)c2ccco2)c2ccccc21 (centres undefined)
[30] O=C(c1cc(S(=O)(=O)N2CCCCC2)ccc1F)N1CCCCC1
Screen / compound no.	21	22	23	24	25	26	27	28	29	30
EBNA-1 inh	3	0	18	/	0	-8	2	5	-8	6
ZTA counter	1	13	13	/	-1	6	7	-9	4	-19
LYPLA1 inh	-4	-3	-2	/	-3	1	-2	1	4	1
pPAFAH inh	2	1	-2	2	-1	0	2	-1	-4	2
PREPL inh	7	2	6	6	9	2	11	-50	19	6
PAFAH1B2 inh	1	-2	-3	4	1	0	-2	6	7	0
PAFAH2 FP inh	-10	2	-11	4	-1	-3	-4	1	17	2
LYPLA2 counter	-14	2	4	/	0	1	-4	-1	1	1
PAFAH1B3 inh	2	7	0	6	1	-3	11	3	7	-2

Individual results from above.
compound 23 in LYPLA1 inh: -2
compound 12 in LYPLA2 counter: 3
compound 9 in EBNA-1 inh: -15
compound 29 in PAFAH1B2 inh: 7
compound 10 in ZTA counter: 7
compound 4 in LYPLA1 inh: 0

Going on with the list.
[31] Cc1cc(O)cc2c1O[C@@](C)(CCC[C@@H](C)CCC[C@@H](C)CCCC(C)C)CC2
[32] CCN(CC(N)=O)S(=O)(=O)c1ccc(F)cc1
[33] COc1ccc(C(c2nnnn2C2CCCC2)N2CCN(c3ccccc3)CC2)cc1 (centres undefined)
[34] Cc1cccc(N2CCN(C(=O)CC(NC(=O)c3ccccc3Cl)c3ccccc3)CC2)c1C (centres undefined)
[35] COc1cc(/C=N/NC(=O)c2cccc(S(=O)(=O)N3CCCC3)c2)ccc1O
[36] COc1ccccc1N1CC(C(=O)Nc2ccc(S(=O)(=O)N3CCCC3)cc2)CC1=O (centres undefined)
[37] Cc1cc(C)c2c(n1)nn1c(C)c(CCC(=O)NCc3ccco3)c(C)nc21
[38] N#Cc1c(C(F)(F)F)cc(-c2ccc(Cl)c(Cl)c2)nc1SCCN1CCOCC1
[39] CC1(C)CC(=O)C(CC2=C(O)CC(C)(C)CC2=O)=C(O)C1
[40] CN(C)/C=C(\C(=O)c1ccc(Cl)cc1)c1nnnn1-c1ccc(Cl)cc1
Screen / compound no.	31	32	33	34	35	36	37	38	39	40
EBNA-1 inh	-1	16	4	6	2	/	13	0	4	-9
ZTA counter	-2	-2	-9	-5	-4	/	-3	2	0	11
LYPLA1 inh	-2	-1	1	-5	0	/	-3	5	-1	2
pPAFAH inh	1	-5	3	3	7	5	1	-4	1	-1
PREPL inh	5	31	6	-3	6	18	8	-7	-3	-5
PAFAH1B2 inh	24	6	3	5	1	3	-5	-1	5	4
PAFAH2 FP inh	-7	-4	-89	0	5	1	1	-5	-2	2
LYPLA2 counter	-5	6	0	-7	-1	/	-4	1	-3	9
PAFAH1B3 inh	17	9	4	-4	2	8	2	3	-5	-5

[41] CCOC(=O)C1CCN(C(=O)c2cccc(S(=O)(=O)N3c4ccccc4CC3C)c2)CC1 (centres undefined)
[42] COc1cc(C2NC(=O)CCC2[N+](=O)[O-])cc(OC)c1OC (centres undefined)
[43] O=C(NCC(=O)N(c1ccc(Cl)cc1)C(C(=O)NC1CCCC1)c1ccncc1)c1ccco1 (centres undefined)
[44] CN(C)S(=O)(=O)c1ccc(C(=O)Nc2ccccc2OC(F)(F)C(F)F)cc1
[45] COc1cc(C2C(C#N)=C(N)N(N(C)C)C3=C2C(=O)CC(C)(C)C3)cc(OC)c1OC (centres undefined)
[46] NCCOc1ccccc1OCCN
[47] O=C(NCCCc1ccccc1)C(=O)NCC1OCCN1S(=O)(=O)c1ccc(F)cc1 (centres undefined)
[48] COC(=O)c1cn(C(=O)c2ccc(C)c(C)c2)c2ccccc12
[49] COC(=O)C(Cc1ccccc1)NC(=O)c1cc(=O)[nH]c2ccccc12 (centres undefined)
[50] CC(Nc1nc2ccccc2n2cnnc12)c1ccccc1 (centres undefined)
Screen / compound no.	41	42	43	44	45	46	47	48	49	50
EBNA-1 inh	/	-4	6	7	-2	-12	9	4	-16	-3
ZTA counter	8	1	18	-12	-2	-13	18	14	4	-5
LYPLA1 inh	-1	-5	-3	1	1	-2	-3	-3	0	4
pPAFAH inh	4	4	2	2	5	-2	16	3	-5	10
PREPL inh	3	-5	10	22	-5	7	-1	2	2	7
PAFAH1B2 inh	2	1	-1	-2	13	3	7	-5	3	14
PAFAH2 FP inh	4	-3	-10	5	1	3	1	8	-5	4
LYPLA2 counter	6	1	0	7	5	0	-3	-4	-6	9
PAFAH1B3 inh	2	5	3	-3	8	-3	3	10	1	-1

3 entries picked at random from those above:
[42] COc1cc(C2NC(=O)CCC2[N+](=O)[O-])cc(OC)c1OC (centres undefined)
[50] CC(Nc1nc2ccccc2n2cnnc12)c1ccccc1 (centres undefined)
[46] NCCOc1ccccc1OCCN
Screen / compound no.	42	50	46
EBNA-1 inh	-4	-3	-12
ZTA counter	1	-5	-13
LYPLA1 inh	-5	4	-2
pPAFAH inh	4	10	-2
PREPL inh	-5	7	7
PAFAH1B2 inh	1	14	3
PAFAH2 FP inh	-3	4	3
LYPLA2 counter	1	9	0
PAFAH1B3 inh	5	-1	-3

Quoted from above: nos. 3 to 5
[3] O=C(CCNC(=O)c1ccccc1)OCN1C(=O)c2ccccc2C1=O
[4] O=C(CN1CCN(C2CCCCC2)CC1)c1ccc2cc[nH]c2c1
[5] CC(=O)Nc1ccc(-c2csc(NC(=O)Cc3cccc(F)c3)n2)cc1
Screen / compound no.	3	4	5
EBNA-1 inh	8	-5	-13
ZTA counter	10	12	4
LYPLA1 inh	-4	0	-8
pPAFAH inh	3	-3	9
PREPL inh	-4	7	10
PAFAH1B2 inh	0	6	2
PAFAH2 FP inh	2	4	6
LYPLA2 counter	-6	-1	-7
PAFAH1B3 inh	4	1	9

(listing goes on)
[51] COc1ccc(S(=O)(=O)N2CCCCC2)cc1NC(=O)c1ccccc1
[52] Cc1cc(C(F)(F)F)nc(Nc2nc(C)c3ccccc3n2)n1
[53] O=C(c1ccc(Cl)c([N+](=O)[O-])c1)N(Cc1ccco1)C1CCS(=O)(=O)C1 (centres undefined)
[54] CCOc1ccccc1-n1c(COc2ccccc2)nnc1SCC(N)=O
[55] CCc1ccc(NC(=O)C2=CC(c3ccc(OC)cc3)=NS(=O)(=O)N2C)cc1
[56] N#CC(=NCc1cccnc1)C1=C(O)c2ccccc2C1=O
[57] COc1ccccc1CNC(=O)C/C(C)=N/NC(=O)COc1ccc(C)cc1Br
[58] Cc1ccc(NC(=O)C2CCN(c3cnccn3)CC2)cc1C
[59] CCOC(=O)N1CCC(c2cc(=O)n3[nH]c(C)c(-c4ccc(F)cc4)c3n2)CC1
[60] Cc1ccc(C(=O)NCC(=O)N2CCCN(C)CC2)cc1C
Screen / compound no.	51	52	53	54	55	56	57	58	59	60
EBNA-1 inh	-2	8	1	5	13	-2	2	5	-3	/
ZTA counter	-10	8	13	-1	20	13	6	6	0	/
LYPLA1 inh	1	1	-5	0	-23	1	-2	-2	0	/
pPAFAH inh	-5	1	-1	0	4	2	3	-8	0	2
PREPL inh	12	-9	2	-3	-7	4	1	0	-3	19
PAFAH1B2 inh	-1	4	3	4	-5	2	9	3	1	4
PAFAH2 FP inh	5	1	8	-9	-19	5	4	2	2	6
LYPLA2 counter	-2	-6	-1	-3	-46	0	-5	6	2	/
PAFAH1B3 inh	2	-1	4	1	3	-3	0	11	7	7

Along the list, quoted from above:
Nos. 55–59 in pPAFAH inh read 4, 2, 3, -8, 0
Nos. 55–59 in EBNA-1 inh read 13, -2, 2, 5, -3
Nos. 55–59 in LYPLA1 inh read -23, 1, -2, -2, 0
